biotin-GST TR-FRET: GST-antibody interaction or FRET quenching – biochemical, TR-FRET, artefact control for Vif-APOBEC3G degradation inhibitor project, dose response (AID 1117362); TR-FRET counter screen, biotin-GST/anti-GST signal; inhibition, % at the top dose, mostly 100 µM; hits show IC50 in µM; 3,600 tested, 2.8% active;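 active = inhibition above 30% at one or more concentrations, seen consistently on every test date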;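 also: biotinylated GST protein used in place of GST-Vif 1-94 and biotin-A3G peptide; detects fluorescence quenchers or blockers of GST binding to anti-GST antibody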
The depositor's hits bear a star.

SMILES	biotin-GST TR-FRET
CCC(=O)Nc1cc2c(cc1C(=O)CC)OCCO2	1.1%
O=C(O)CN1C(=O)CSc2ccccc21	-1.6%
CCOC(=O)C1(Cc2ccc(OC)cc2)CCN(C(=O)Cc2cccnc2)CC1	0.8%
CC(=O)Nc1ccc(N=Nc2ccccc2)cc1	3.8%
Cc1ccc(NC(=O)Nc2ccc3c(c2)nc(C)n3C)cc1	5.8%
O=C1CCCC(O)=C1N=Nc1ccc(S(=O)(=O)N2CCOCC2)cc1	4.9%
CC(=O)c1ccc(S(=O)(=O)Nc2cccc(-c3ccc(N4CCOCC4)nn3)c2)cc1	3.0%
CN(CC(=O)Nc1c(Cl)cccc1Cl)C(=O)c1cccc(-n2cccc2)c1	-1.0%
CC(=O)c1ccc2c(c1)C1C=CCC1C(C(=O)O)N2 (stereo not drawn)	19%
Cc1ccc(-c2nnn(CC(=O)N(c3ccc(F)cc3)C(C(=O)NC3CCCC3)c3ccco3)n2)o1 (stereo not drawn)	2.0%
COc1ccccc1-n1c(SCC(=O)NCc2ccc3c(c2)OCO3)nc2cc([N+](=O)[O-])ccc21	4.5%
CCOc1ccccc1N1C(=O)CC(Nc2ccc(N3CCOCC3)cc2)C1=O (stereo not drawn)	4.0%
COc1ccc(-c2cc(C)nc(SCC(=O)c3cccc([N+](=O)[O-])c3)n2)cc1	2.3%
CCCCNC(=O)c1onc(CSc2cccc(OCC)c2)c1C(=O)O	2.3%
COc1ccccc1C1CC(=O)Nc2c1c(=O)n(C)c(=O)n2C (stereo not drawn)	0.6%
O=C(Nc1cccnc1)c1sc(Nc2ccccc2F)nc1-c1ccccc1	-2.3%
COc1ccc(NC(=O)CSc2nnc(C)n2Cc2ccccc2)cc1	2.7%
Cc1nn(Cc2ccccc2)c(C)c1NC(=O)c1cc(-c2ccc3c(c2)OCO3)on1	-5.3%
CN(C)c1ccc(N2C(=O)CC(Nc3ccc(N4CCOCC4)cc3)C2=O)cc1 (stereo not drawn)	17%
CCOc1ccc(/C=C2\SC(=S)N(CCC(=O)O)C2=O)cc1	-0.8%
Brc1ccccc1Cn1c(-c2cncs2)nc2ccccc21	-0.1%
CC(C)c1nc2sc3c(NCc4ccco4)ncnc3c2c2c1COC(C)(C)C2	-8.1%
O=C(CSc1nc2cc(Cl)ccc2s1)N1CCN(C(=O)c2ccco2)CC1	2.5%
Cc1cc(C(=O)OC2CCOC2=O)c2ccccc2n1 (stereo not drawn)	-2.6%
Cc1ccc(-n2nnc3c(=O)n(CC(=O)c4ccccc4)cnc32)cc1	3.3%
SMILES	biotin-GST TR-FRET
Nc1ccc(N(CCO)CCO)cc1	8.5%
CCOC(=O)C1CCN(C(=O)C2CCN(S(=O)(=O)c3cc(Cl)ccc3Cl)CC2)CC1	4.3%
O=C(O)C1Nc2c(Cl)cc(Cl)c(Cl)c2C2C=CCC12 (stereo not drawn)	2.4%
COc1ccccc1N1CCN(C(=O)c2cc(-c3cccs3)on2)CC1	-0.2%
O=C(O)CCC(=O)N(Cc1cccs1)Cc1cccs1	-0.9%
COC(=O)c1c(NC(=O)CSc2nnc(CNc3ccc(Cl)cc3)o2)sc(C)c1C	0.2%
N#CC1(c2ccc(NC(=O)c3ccccc3F)cc2)CCCC1	4.4%
COc1ccc(C(=O)Nc2cccnc2)cc1S(=O)(=O)N1CCOCC1	-1.8%
COC(=O)C1(C(=O)OC)NOC2C(=O)N(c3ccccc3)C(=O)C21 (stereo not drawn)	1.5%
O=C(Nc1ccccc1C(=O)NCC1CCCO1)c1ccccc1 (stereo not drawn)	1.7%
Cn1c(-c2ccccc2)cnc1SCC(N)=O	4.9%
COC(=O)C1C(O)C(C)C(O)C(C)(O)/C=C\C=C(/C)C(=O)Nc2c(C)c(OC(C)=O)c3c(c2O)C(=O)C(C)=C2OCOC(=C23)/C(C)=C/C(C)(O)C(O)C(C)C1O (stereo not drawn)	-1.3%
CCCC(=O)NC1=C(Cl)C(=O)c2ccccc2C1=O	5.6%
CCn1cc(S(=O)(=O)CC(=O)Nc2ccc(OC)cc2)c2ccccc21	-0.6%
Cc1sc(NC(=O)CN2CCOCC2)nc1-c1ccc2c(c1)CCN2S(=O)(=O)c1ccccc1	-4.5%
CC(=O)Nc1cccc(Oc2ncnc3scc(-c4ccccc4)c23)c1	-0.6%
CCOc1cccc(=O)c2c(C)n(CC(=O)c3ccccc3)c(C)c12	3.0%
CCOC(=O)c1sc2nc(CC(=O)OC)nc(NCc3ccco3)c2c1C	6.6%
COC(=O)CC1Oc2ccccc2N(Cc2ccccc2)C1=O (stereo not drawn)	-0.2%
COc1cccc(CC(NC(C)=O)C(=O)NC2CCN(S(=O)(=O)c3ccc4ccccc4c3)CC2)c1 (stereo not drawn)	-8.8%
Cc1nn(-c2c(Cl)cc(Cl)cc2Cl)c(=O)c2ccccc12	5.0%
O=C(CNC(=O)/C(=C\c1ccccc1)NC(=O)c1ccc(Br)cc1)OCc1ccccc1	2.6%
COc1ccccc1NS(=O)(=O)c1cccs1	3.7%
O=C(CC1C(=O)NCCN1Cc1ccc(F)cc1)NCCN1CCCc2ccccc21 (stereo not drawn)	20%
O=C(COc1ccccc1Cl)c1ccc[nH]1	>100µM*
SMILES	biotin-GST TR-FRET
COc1cc(C2Nc3cccc4cccc(c34)N2)cc(OC)c1OC(C)=O	-1.4%
Clc1ccc(CSCCc2ccncc2)cc1	-1.3%
O=C(N/N=C/C=C/c1ccco1)c1ccncc1	5.5%
Cc1nc2ccccc2c2oc(C(=O)N3CCN(C(=O)c4ccco4)CC3)cc12	3.0%
CC[C@H](C)/C=C(C)/C=C/C1=CC2=CC(=O)[C@]3(C)OC(=O)[C@@H](C(C)=O)[C@@H]3C2=CO1	-7.6%
COc1cc(CCC(=O)Nc2cccc(C(F)(F)F)c2)cc(OC)c1OC	1.8%
Cc1ccc2[nH]c(=O)c(CN(Cc3ccco3)C(=O)c3ccncc3)cc2c1	1.8%
O=C(NCc1ccc(F)cc1)C1CCCN1C(=O)NCc1ccccc1 (stereo not drawn)	-1.8%
O=C(CN(C(=O)CCNC(=O)c1ccco1)c1ccccc1)NC1CCCC1	-1.6%
CCCCC1=CC2=C(c3ccco3)C(=O)C(C)(OC(=O)c3ccc(OC)cc3)C(=O)C2=CN1CCCCO (stereo not drawn)	3.4%
COc1cc(C(=O)Nc2ccc(S(=O)(=O)NC(C)C)cc2)cc(OC)c1OC	1.5%
COc1cc(C2C(C(=O)c3ccco3)=C(O)C(=O)N2c2cc(C)on2)cc(Br)c1O (stereo not drawn)	3.3%
O=C(CCCNS(=O)(=O)c1cccc2nsnc12)NCc1ccccc1	8.6%
CCc1ccc(C2C(C(C)=O)=C(C(=O)OC)Nc3nnnn32)cc1 (stereo not drawn)	5.4%
CC1(C)OC(=O)C(=CNC(Cc2c[nH]c3ccccc23)C(=O)O)C(=O)O1 (stereo not drawn)	0.5%
CCn1c(COc2ccc3c(c2)OCO3)nnc1SCC(=O)c1ccc(Cl)cc1	2.6%
O=C(COC(=O)c1ccc(NS(=O)(=O)c2cccs2)cc1)NCc1ccco1	4.2%
N#CC1=C(Nc2ccccc2)SC=C(c2ccc(Br)cc2)N=C1N1CCOCC1	2.9%
Cc1[nH]c2c(Cl)cccc2c(=O)c1CN1CCCC1	>100µM*
Cc1ccc(C(C)C)c(OCCN(C)C)c1	-6.6%
O=C(CNS(=O)(=O)c1ccc2ccccc2c1)Nc1ccc(F)c(F)c1F	-9.8%
CCn1c(SCC(=O)NCC(=O)Nc2ccc(F)cc2)nnc1-c1ccncc1	1.6%
CCCNC(=O)c1ccc(-c2nc3ccccc3s2)s1	-12%
NS(=O)(=O)c1ccc(CCNC(=O)CCS(=O)(=O)c2ccc(Br)cc2)cc1	-2.1%
COc1ccc(OCCOC(=O)c2cc(S(=O)(=O)N3CCOCC3)c(Cl)cc2Cl)cc1	-2.1%

An excerpt of these results, field by field:
compound: COc1ccc(OCCOC(=O)c2cc(S(=O)(=O)N3CCOCC3)c(Cl)cc2Cl)cc1
  biotin-GST TR-FRET: -2.1%

compound: CC[C@H](C)/C=C(C)/C=C/C1=CC2=CC(=O)[C@]3(C)OC(=O)[C@@H](C(C)=O)[C@@H]3C2=CO1
  biotin-GST TR-FRET: -7.6%

compound: Cc1ccc(C(C)C)c(OCCN(C)C)c1
  biotin-GST TR-FRET: -6.6%

compound: CCn1c(SCC(=O)NCC(=O)Nc2ccc(F)cc2)nnc1-c1ccncc1
  biotin-GST TR-FRET: 1.6%

An excerpt from above in order of formula weight, lowest first.
SMILES	biotin-GST TR-FRET
Clc1ccc(CSCCc2ccncc2)cc1	-1.3%
O=C(NCc1ccc(F)cc1)C1CCCN1C(=O)NCc1ccccc1 (stereo not drawn)	-1.8%
CC1(C)OC(=O)C(=CNC(Cc2c[nH]c3ccccc23)C(=O)O)C(=O)O1 (stereo not drawn)	0.5%
CCn1c(SCC(=O)NCC(=O)Nc2ccc(F)cc2)nnc1-c1ccncc1	1.6%
N#CC1=C(Nc2ccccc2)SC=C(c2ccc(Br)cc2)N=C1N1CCOCC1	2.9%
NS(=O)(=O)c1ccc(CCNC(=O)CCS(=O)(=O)c2ccc(Br)cc2)cc1	-2.1%
COc1ccc(OCCOC(=O)c2cc(S(=O)(=O)N3CCOCC3)c(Cl)cc2Cl)cc1	-2.1%

Some of the entries so far, bar-delimited:
structure | biotin-GST TR-FRET
COc1ccc(OCCOC(=O)c2cc(S(=O)(=O)N3CCOCC3)c(Cl)cc2Cl)cc1 | -2.1%
O=C(NCc1ccc(F)cc1)C1CCCN1C(=O)NCc1ccccc1 (stereo not drawn) | -1.8%
Cc1nc2ccccc2c2oc(C(=O)N3CCN(C(=O)c4ccco4)CC3)cc12 | 3.0%

Carrying on.
SMILES	biotin-GST TR-FRET
CNC(=O)c1ccccc1NC(=O)c1ccc(C)c(S(=O)(=O)N2CCCCC2)c1	3.7%
CCc1cccc(NC(=O)Cn2ncn3c(cc4ccccc43)c2=O)c1	-14%
O=C(C1CCCC1)N1CCCC(Nc2ccc(F)cc2)C1 (stereo not drawn)	5.2%
COc1ccc(N(C(=O)c2ccccc2OC)C2C=CS(=O)(=O)C2)c(OC)c1 (stereo not drawn)	0.1%
O=C(NCCCN1CCOCC1)C1CC(=O)N(CCc2ccccc2)C1 (stereo not drawn)	-4.4%
Clc1cccc(Cl)c1Cn1nnc(-c2cccs2)n1	4.3%
Cn1nnc(NC(=O)c2cccc(F)c2)n1	-1.4%
CN(c1ccc(C(=O)N2CCc3ccccc3C2)cc1)S(C)(=O)=O	9.8%
COc1cccc(CNC(=O)CCNS(=O)(=O)c2cccs2)c1	2.9%
Cc1ccc(S(=O)(=O)N2CCC(C(=O)Nc3nnc(-c4ccco4)s3)CC2)cc1	-23%
COCCCNC(=O)c1cc(OC)c(OC)c(OC)c1	-0.3%
S=c1[nH]nc(COc2ccc(Cl)cc2)o1	2.6%
CO/N=C/C(=N\Nc1ccc(OC)cc1)C(=O)c1ccc(OC)cc1	-1.0%
COCCNC(=O)COc1ccc(Br)cc1Cl	3.2%
CCOc1ccc(Nc2nc(Cc3nnc(SCC(=O)NCC4CCCO4)n3C)cs2)cc1 (stereo not drawn)	9.8%
Cc1ccc(SCC(=O)c2sc(-c3ccccc3)nc2C)cc1	-7.1%
CC(=O)Oc1cccc(N2C(=O)CC(Nc3ccc(N4CCOCC4)cc3)C2=O)c1 (stereo not drawn)	2.2%
COC(=O)c1ccccc1NC(=O)C1CCCC1	-2.1%
CCOc1cccc(CN2CCCC(C(=O)Nc3cccc(-n4cccn4)c3)C2)c1 (stereo not drawn)	-4.9%
C=C(C)C(=O)Nc1cccc(C2=NOC3(C2)C[C@@H](C(N)=O)N(C(=O)CCCCC)C3)c1 (stereo partly drawn)	2.9%
c1ccc(-c2cc(-c3nnc4n3N=C(c3ccc5ccccc5c3)CS4)[nH]n2)cc1	5.6%
O=C(Nc1ccccc1C(F)(F)F)c1cc(-c2ccc(O)cc2)on1	2.3%
CCCCn1c(NCc2ccccc2NS(=O)(=O)c2ccc(C)cc2)nc2ccccc21	4.1%
COc1ccc(CNC(=O)Cn2nc(C(F)(F)F)c3c2CCC3)cc1	0.2%
CCC(=O)NC1=C(Cl)C(=O)C(NC(=O)CC)=C(Cl)C1=O	-8.0%
c1coc(-c2nc(-c3ccco3)c(-c3ccco3)nc2-c2ccco2)c1	17%
O=C(Nc1ccccc1F)c1coc(=O)c(Br)c1	-3.2%
CCc1ccccc1N(CC)C(=O)CCc1nc(-c2ccc(C)cc2)no1	1.3%

Part of the list above, field by field:
> C=C(C)C(=O)Nc1cccc(C2=NOC3(C2)C[C@@H](C(N)=O)N(C(=O)CCCCC)C3)c1 (stereo partly drawn)
  biotin-GST TR-FRET = 2.9%
> c1ccc(-c2cc(-c3nnc4n3N=C(c3ccc5ccccc5c3)CS4)[nH]n2)cc1
  biotin-GST TR-FRET = 5.6%

Not all compounds are listed (hit frequency here may not be typical).
